Screens as filed in PubChem.
JMJD2A Tudor: blocks the human JMJD2A Tudor domain | O75164 | AlphaScreen JMJD2A-Tudor / H3K4me3 peptide binding | Potency, µM (top dose mostly 114 µM), without a hit: at the highest dose activity change, negative = inhibition, actives largely listed as inhibitors | actives 4.4% (n = 390,000); also: % is scaled to controls: 0 for no effect and ±100 for the full control effect; nearly all actives have a fitted effect of over 50% in size
HP1b chromo inh: HP1-beta chromodomain-methylated histone interaction inhibition. AlphaScreen HP1-beta / biotin-H3K9me3 peptide binding. actives 0.56% (n = 390,000). Potency, µM (titrated, usually from 114 µM), for the others: at the top dose activity change, negative = inhibition, most hits filed as inhibitors. AID 540317; also: nearly all actives have a fitted effect of over 70% in size; inactives centre near 23
Target sequence (P83916 whole entry, looked up): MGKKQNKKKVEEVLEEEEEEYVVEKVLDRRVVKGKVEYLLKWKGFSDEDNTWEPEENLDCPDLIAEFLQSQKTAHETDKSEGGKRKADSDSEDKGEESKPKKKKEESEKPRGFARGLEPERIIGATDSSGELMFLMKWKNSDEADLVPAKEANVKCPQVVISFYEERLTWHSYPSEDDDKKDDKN
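AlphaScreen: HP1-beta (50 nM) preformed 30 min with biotin-H3(1-18)K9me3 peptide (50 nM) in PBS pH 7.4, 0.01% Tween-20. Compound added for 30 min at RT, then streptavidin donor/nickel chelate acceptor beads (10 ug/mL) for 30 min.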
Pin1 inh: inhibitors of human Pin1; Q13526; Pin1 FP peptide displacement, HiFluor488, 10 min; Potency, µM (highest dose often 115 µM), for the others: at the top dose activity, negative = inhibition, usual class: inhibitors; actives 0.009% (n = 390,000); active = well fitted inhibition curve with a large enough effect in the polarisation, with a control signal flat, not every such curve was filed as active; inconclusive = small, poorly fitted or top-dose-only effect, or effect the other way, or a change in a side signal; inactive = no such curve, though single readings can be large or run the other way; the % refers to the polarisation; also: % is scaled to controls: 0 for no effect and ±100 for the full control effect
Target sequence (Q13526 whole entry, looked up): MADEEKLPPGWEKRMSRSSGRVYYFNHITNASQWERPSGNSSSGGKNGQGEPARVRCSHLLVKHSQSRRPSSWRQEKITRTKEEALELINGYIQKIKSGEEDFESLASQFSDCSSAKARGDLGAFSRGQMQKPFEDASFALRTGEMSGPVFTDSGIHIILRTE
Pol iota inh: inhibitors of human DNA polymerase iota; Q9UNA4; Pol iota fluorescent replication assay, 10 min; Potency, µM (series often up to 115 µM), for inactives: at the top dose activity, negative = inhibition, hits mostly inhibitors; actives 1% (n = 390,000)
Target sequence (Q9UNA4 whole entry, looked up): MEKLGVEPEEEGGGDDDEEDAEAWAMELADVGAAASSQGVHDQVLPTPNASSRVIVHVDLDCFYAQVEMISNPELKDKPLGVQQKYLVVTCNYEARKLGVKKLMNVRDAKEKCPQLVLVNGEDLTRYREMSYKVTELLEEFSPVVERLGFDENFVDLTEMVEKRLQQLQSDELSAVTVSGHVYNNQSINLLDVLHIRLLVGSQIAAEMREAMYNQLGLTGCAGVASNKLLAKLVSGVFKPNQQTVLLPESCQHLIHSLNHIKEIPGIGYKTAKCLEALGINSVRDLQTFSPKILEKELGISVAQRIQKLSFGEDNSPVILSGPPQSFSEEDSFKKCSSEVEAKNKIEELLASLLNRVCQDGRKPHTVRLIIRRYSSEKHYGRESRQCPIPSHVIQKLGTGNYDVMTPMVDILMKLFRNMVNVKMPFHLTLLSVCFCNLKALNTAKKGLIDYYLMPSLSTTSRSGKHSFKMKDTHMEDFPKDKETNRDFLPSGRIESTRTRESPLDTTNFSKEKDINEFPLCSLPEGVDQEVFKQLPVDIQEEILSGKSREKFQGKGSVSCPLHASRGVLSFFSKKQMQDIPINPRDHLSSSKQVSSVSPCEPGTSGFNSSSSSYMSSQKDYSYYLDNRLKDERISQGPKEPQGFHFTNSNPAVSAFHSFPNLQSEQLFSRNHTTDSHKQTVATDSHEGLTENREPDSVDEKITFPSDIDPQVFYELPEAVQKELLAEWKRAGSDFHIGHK
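Pol iota at 10 nM preincubated 15 min with compounds at room temperature; reaction started with fluorescent substrate, 50 nM final. Fluorescence read kinetically at 0 and 10 min; buffer-only wells as negative control.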
PGK inhibitor: inhibitors of T. brucei phosphoglycerate kinase. PGK/GAPDH coupled, Kinase-Glo luminescence, 60 min. Potency, µM (highest dose often 57.5 µM), inactives show at the top dose activity change, negative = inhibition, actives largely listed as inhibitors. actives 0.043% (n = 380,000). AID 602233; also: % is scaled to controls: 0 for no effect and ±100 for the full control effect; nearly all actives have a fitted effect of over 60% in size
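Recombinant glycosomal PGK reaction used 1,3-bisphosphoglycerate generated in-well by GAPDH (100nM final) in 100mM TEA pH 7.6, 5mM MgCl2, 0.01% Tween-20. After 60 minutes at room temperature, ATP was read by Kinase-Glo Plus luminescence end-point.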
G9a block: blocks human histone lysine methyltransferase G9a; actives 8.8% (n = 350,000); Q96KQ7; Potency, µM (titrated, usually from 102 µM), for inactives: at the top dose activity, negative = inhibition, most hits filed as inhibitors; G9a H3K9 monomethylation, AlphaScreen, 2 h; AID 504332; also: % is scaled to controls: 0 for no effect and ±100 for the full control effect; nearly all actives have a fitted effect of over 75% in size
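Enzyme 20 nM + cpd, 15 min RT; add b-H3K9 pep 500 nM / SAM 20 uM; 2 h RT; anti-H3K9me1 Ab 0.5 ug/mL + SA donor / anti-rabbit acceptor beads 20 ug/mL each, 10 min; AlphaScreen read.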
BLM helicase inh: Bloom syndrome helicase (human) inhibition. P54132. Potency, µM (top dose mostly 56.1 µM), for the others: top-dose activity change, negative = inhibition, most hits filed as inhibitors. recombinant BLM DNA unwinding, fluorescence dequenching. actives 0.2% (n = 350,000);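 also: plate controls were vehicle for no effect and no enzyme for full effect; nearly all actives have a fitted effect of over 35% in size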
GLS inh: inhibitors of human glutaminase (GLS); O94925; GLS enzymatic activity, qHTS titration; Potency, µM (doses to about 45.5 µM), for the others: top-dose activity change, negative = inhibition, most hits filed as inhibitors; actives 0.21% (n = 410,000); also: % is scaled to controls: 0 for no effect and ±100 for the full control effect
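Enzyme dispensed in phosphate buffer (45 mM, pH 8.2, 0.02% Tween-20), compounds pinned in, then 1 mM L-glutamine solution and the glutamate oxidase–HRP–Amplex Red mix added; fluorescence read immediately and again after 30 min at room temperature.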
BAZ2B inh: blocks human BAZ2B; AlphaScreen BAZ2B-H3K14Ac peptide displacement; actives 4.4% (n = 360,000); Potency, µM (highest dose often 114 µM), for inactives: at the highest dose activity change, negative = inhibition, actives largely listed as inhibitors; AID 504333; also: % is scaled to controls: 0 for no effect and ±100 for the full control effect; nearly all actives have a fitted effect of over 60% in size
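Complex of BAZ2B and biotin-H3K14Ac (50 nM apiece) forms over 30 min at RT, then faces library compounds up to 110 uM for another 30 min; AlphaScreen beads added, 20 min dark incubation, luminescence read.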
* marks the source's active call; other numbers are inactive results; i = inactive; ? = inconclusive; · = not tested or not shown; [ ] = dose if it differs, or a comment. Unless noted, calls follow the shape of the dose curve; as a rule, active = well fitted curve in the direction sought with a large enough effect; inconclusive = small, poorly fitted or top-dose-only effect, or another doubt; inactive = no such curve, though single readings can be large; an effect the other way counts as inactive or inconclusive. Potency is read from the fitted curve at half-maximal effect.

SMILES	JMJD2A Tudor	HP1b chromo inh	Pin1 inh	Pol iota inh	PGK inhibitor	G9a block	BLM helicase inh	GLS inh	BAZ2B inh
CCCn1c(N)c(C(=O)CSc2nnc3ccccn23)c(=O)[nH]c1=O	-16.7%	19.9%	-10.0%	15.7%	0.0%	·	·	-1.1%	·
COc1ccccc1/C=C/C1=NC(=C\N(C)C)/C(=O)O1	-2.3%	27.8%	-0.9%	3.7%	-2.1%	0.7%[59 µM]	-7.4%	2.7%	-1.9%
COc1ccc(NC(=O)Cn2nnc3ccccc32)c([N+](=O)[O-])c1	-13.1%	-2.5%	-0.5%	46.6%[activator]	-3.1%	5.8%	-5.0%	-3.9%	5.2%
Cc1cc(C(=O)c2ccccc2)cc(C)c1O	-3.4%	25.1%	-5.2%	77.8%[activator]	1.9%	·	·	4.6%	·
O=C(Oc1ccc(N(C(=O)c2ccncc2)S(=O)(=O)c2ccc(Cl)cc2)cc1)c1ccncc1	-33.2%	35.5%	-5.6%	15.0%	-8.5%	50.1µM*	-9.4%	17.0%	-13.2%
CCCCNC(=S)Nc1ccc(-c2nc3ccc(C)cc3s2)cc1	-16.7%	28.4%	8.1%	-1.1%	i	-3.7%[59 µM]	-2.8%	-8.1%	-5.7%
COC(=O)c1sc2ccccc2c1NC(=O)c1ccc(S(=O)(=O)N2CCCCC2)cc1	5.9%	45.9%[activator]	-3.9%	147.4%[activator]	3.6%	24.9%	-5.6%	-2.2%	-6.4%
c1ccn2c(Cc3nnc4ccccn34)nnc2c1	-12.8%	29.9%	-7.8%	?	i	6.7%[59 µM]	1.6%	6.0%	-15.9%
COc1cccc(NC(=O)COC(=O)/C=C/c2c(C)nn(-c3ccccc3)c2C)c1	-3.8%	28.3%	30.9%[activator]	13.9%	4.3%	?	·	-1.2%	8.3%
Cc1cc(C)n(-c2nc(SCCN3CCOCC3)c3c4c(sc3n2)CCCC4)n1	?	-13.9%	-2.1%	41.3%[activator]	i	·	·	13.6%	·
COC(=O)c1cc(CSc2nnc(NC3CCCCC3)s2)oc1C	89.1µM*	19.4%	9.1%	?	1.0%	?	-8.3%	6.6%	?
C[C@@H]1CN([C@@H](C)CO)C(=O)Cc2cc(NC(=O)C3CCCCC3)ccc2O[C@H]1CN(C)S(=O)(=O)c1ccccc1	-19.4%	32.3%	4.8%	3.4%	8.9%	·	·	6.1%	·
CC(C)c1ccc(NC(=O)C(Cc2ccccc2)NS(=O)(=O)c2ccc3c(c2)oc(=O)n3C)cc1 (stereo not given)	0.7%	34.5%	1.3%	0.7%	-2.1%	-3.0%[59 µM]	-0.8%	-9.0%	-5.2%[57.1 µM]
COc1ccccc1NCC(=O)c1ccc(Cl)cc1	?	?	1.7%	36.9%[activator]	-1.7%	50.1µM*	-9.2%	19.6%	?
Cc1ccc(-c2csc(NC(=O)CSc3ncn(-c4ccccc4)n3)n2)cc1	0.8%	21.8%	4.2%	3.1%	i	13.5%[59 µM]	-1.4%	-11.8%	-1.9%
O=C(COc1ccc(Br)cc1Cl)Nc1ncn[nH]1	-17.5%	42.7%[activator]	15.6%	6.5%	-16.9%	-22.2%[59 µM]	-1.6%	0.5%	-34.3%
O=C(CN1CCN(C(=O)C2CCCO2)CC1)Nc1ccc(Br)cc1 (stereo not given)	-4.5%	31.2%	-0.3%	-14.4%	0.6%	?	-3.1%	-1.3%	-26.3%
Cc1ccc(C)c(N2CCN(CCCNC(=O)c3ccc4nc(CCc5ccccc5)oc4c3)CC2)c1	?	-9.7%[57 µM]	6.9%	17.6%	-3.7%	?	-4.1%	-1.0%	?
Cc1ccc(-n2nc3c(c2NC(=O)c2cccs2)CS(=O)(=O)C3)cc1	-4.7%	17.0%	3.5%	22.5%	-2.2%	12.3%	-0.7%	12.3%	-5.7%
O=C(Nc1ccccc1C(F)(F)F)c1ccc(F)c(S(=O)(=O)N2CCc3ccccc3C2)c1	-25.7%	11.5%	-0.5%	0.2%	i	2.0%[59 µM]	-6.5%	?	-1.7%
O=C(CN1CCN(c2ccccn2)CC1)N1c2ccccc2CCc2ccccc21	3.16µM*	17.8µM*	?	12.6%	2.9%	8.91µM*	-2.2%	3.0%	31.6µM*
Cc1cc(-c2nnc(CCC(=O)NC(C)(C)C34CC5CC(CC(C5)C3)C4)o2)no1	-26.2%	13.9%[57 µM]	7.3%	50.3%[activator]	-2.9%	·	·	13.2%	·
COc1cc(CNC(C)(C)C)ccc1OCC(=O)NC(C)(C)C	2.5%	27.2%	-10.8%	11.5%	-3.5%	-3.0%	-1.6%	1.2%	-10.0%
CN(C)c1c(F)cc(-c2nn[nH]n2)cc1F	0.7%	36.2%	-1.4%	12.2%	1.6%	7.9%	-2.3%	10.6%	1.4%
Cc1ccccc1-c1nnn(Cc2ccc(F)cc2Cl)n1	247.2%[activator]	234.6%[activator]	4.5%	12.7%	-1.0%	-4.0%[2.33 µM]	-8.8%	-12.5%	225.7%[activator]
CCCc1cc(=O)oc2cc(OC3CCCCC3=O)ccc12 (stereo not given)	-7.8%	36.2%	-3.5%	23.4%	i	-0.7%	-5.1%	1.9%	1.1%
Cc1ccc(C(=O)CSc2nnc(C(C)C)n2C)cc1C	-2.0%[57.1 µM]	6.5%	-5.9%	95.0%[activator]	-3.7%	·	-4.7%	-3.3%	2.0%
COc1ccc(C[C@H]2CN3C(=NC[C@@H]3C(C)C)N2CCNC(=O)CCC2CCCCC2)cc1	-5.7%	34.7%[activator]	1.6%	20.8%	-1.8%	-4.3%[59 µM]	-0.4%	-10.4%	-14.4%
CC(=O)c1cccc(OCc2cc(C(=O)N(C)C(C)c3ccccn3)no2)c1 (stereo not given)	-16.0%	15.3%	3.1%	25.3%	-9.5%	75.8%[activator]	-1.5%	-3.3%	-0.6%
CCC1(C)Cc2c(sc(NC(=S)NC(=O)c3ccccc3)c2C#N)CO1 (stereo not given)	-27.3%	-14.0%	1.6%	46.9%[activator]	-9.7%	44.7µM*	-3.2%	22.8%	-30.9%

Five structures out of the list, sorted by molecular weight, falling.
SMILES	JMJD2A Tudor	HP1b chromo inh	Pin1 inh	Pol iota inh	PGK inhibitor	G9a block	BLM helicase inh	GLS inh	BAZ2B inh
COc1ccc(C[C@H]2CN3C(=NC[C@@H]3C(C)C)N2CCNC(=O)CCC2CCCCC2)cc1	-5.7%	34.7%[activator]	1.6%	20.8%	-1.8%	-4.3%[59 µM]	-0.4%	-10.4%	-14.4%
O=C(CN1CCN(c2ccccn2)CC1)N1c2ccccc2CCc2ccccc21	3.16µM*	17.8µM*	?	12.6%	2.9%	8.91µM*	-2.2%	3.0%	31.6µM*
CCC1(C)Cc2c(sc(NC(=S)NC(=O)c3ccccc3)c2C#N)CO1 (stereo not given)	-27.3%	-14.0%	1.6%	46.9%[activator]	-9.7%	44.7µM*	-3.2%	22.8%	-30.9%
COc1cc(CNC(C)(C)C)ccc1OCC(=O)NC(C)(C)C	2.5%	27.2%	-10.8%	11.5%	-3.5%	-3.0%	-1.6%	1.2%	-10.0%
Cc1ccc(C(=O)CSc2nnc(C(C)C)n2C)cc1C	-2.0%[57.1 µM]	6.5%	-5.9%	95.0%[activator]	-3.7%	·	-4.7%	-3.3%	2.0%

(listing goes on)
SMILES	JMJD2A Tudor	HP1b chromo inh	Pin1 inh	Pol iota inh	PGK inhibitor	G9a block	BLM helicase inh	GLS inh	BAZ2B inh
CCCc1ccc2oc(C(=O)NCCN3CCCC(O)C3)c(C)c2c1 (stereo not given)	-27.3%	23.8%	-1.1%	51.9%[activator]	-2.0%	·	2.7%	1.7%	-10.8%
O=C(Nc1ccc(N2CCC(N3CCCCC3)CC2)c(C(=O)O)c1)c1ccc(Br)cc1	?	14.4%	-0.7%	22.6%	-27.7%	-31.1%[59 µM]	-8.3%	30.3%[activator]	79.4µM*
Cc1cccc(C(=O)N2CCc3c([nH]c4ccccc34)C2CC(C)C)n1 (stereo not given)	-29.9%	8.6%	-6.9%	17.6%	12.4%	-45.6%	-5.3%	-5.7%	-38.1%
COc1cc(/C=N/NC(=O)c2ccc(CSc3nncn3C)cc2)cc(OC)c1O	-12.4%	9.0%	-0.1%	94.3%[activator]	5.0%	12.6µM*	-3.3%	-5.5%	-19.5%
CN(CCOc1ccc(Cl)cc1)C(=O)c1cccc(S(=O)(=O)N2CCN(c3ccc(F)cc3)CC2)c1	-18.2%	26.9%	-3.9%	14.5%	-11.2%	·	·	26.4%	·
Fc1ccccc1NC(=S)N1CCC(c2ccccc2)C1 (stereo not given)	-18.3%	45.4%[activator]	-8.5%	39.6%[activator]	i	-5.8%	-4.2%	1.1%	13.0%
COc1cc(C(=O)N/N=C(\C)Cc2ccccc2)cc(OC)c1OC	8.91µM*	11.2%	-2.6%	104.0%[activator]	-0.4%	13.5%	0.0%	2.6%	-7.8%
Cc1cccc(C(=O)NNC(=O)c2cc3cc4ccccc4nc3s2)c1	-15.4%	16.9%	8.3%	-8.0%	-4.8%	·	-4.9%	9.7%	3.1%
COc1ccc(CN(CCc2ccccc2)Cc2ccccc2)cc1OC	10µM*	?	?	-18.9%	-3.9%	?	-8.9%	-2.1%	79.4µM*
CC(=O)c1ccc(S(=O)(=O)Nc2ccccc2C(=O)NC2CC2)cc1	-15.8%	36.0%	-3.4%	-0.7%	-2.1%	1.6%[59 µM]	·	-1.3%	-6.4%
O=C1CCCN1CCCN1CC(C(=O)N(CCO)Cc2ccccc2)CCC1=O (stereo not given)	0.0%	32.1%	1.7%	13.9%	3.0%	1.9%	-1.7%	0.2%	-2.2%
NC(=O)NC1(C(=O)O)CCCC1	-3.4%	53.9%[activator]	7.2%	7.1%	i	·	·	-15.0%	·
O=c1oc2ccccc2cc1-c1nc(-c2ccccc2)no1	1.0%	30.6%	25.0%	?	-0.5%	15.8%[59 µM]	-5.7%	-4.5%	-0.5%
COc1ccc(N2CCN(C(=O)c3ccccc3NS(=O)(=O)c3ccccc3)CC2)cc1	-23.5%	?	2.1%	-15.1%	-3.4%	·	-3.0%	24.3%	?

This is a subset. The share of hits here may be higher or lower than overall.
